FXIa inh 1536 = inhibitors of human coagulation factor XIa. inhibition, % at 5 µM. purified FXIa, Boc-Glu-Ala-Arg-AMC fluorogenic substrate. hit rate 0.14% among 220,000. P03951. AID 798;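 active = inhibition of at least 40%; inactive = inhibition below 40%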;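 note: fluorescence of freed AMC excited at 355 nm; 0% = enzyme without compound and 100% = no enzyme blank; many of its hits are not listed in these tables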
Wee1 stabilizer = blocks degradation of human Wee1 kinase; AID 1321; reporter increase, % at 5 µM; P30291; HeLa Luc-Wee1K328M stability, luciferase luminescence; 100% = proteasome inhibitor MG132 effect; hit rate 1.2% among 220,000;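 active = activation above the mean of all tested compounds plus 3 SD, set per screening run, cut at about 8.8% in these data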;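 note: cells exposed to compound for 20 h before luminescence read; 0% = DMSO alone and 100% = MG132 at 30 µM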
Target sequence (P30291 whole entry K328M): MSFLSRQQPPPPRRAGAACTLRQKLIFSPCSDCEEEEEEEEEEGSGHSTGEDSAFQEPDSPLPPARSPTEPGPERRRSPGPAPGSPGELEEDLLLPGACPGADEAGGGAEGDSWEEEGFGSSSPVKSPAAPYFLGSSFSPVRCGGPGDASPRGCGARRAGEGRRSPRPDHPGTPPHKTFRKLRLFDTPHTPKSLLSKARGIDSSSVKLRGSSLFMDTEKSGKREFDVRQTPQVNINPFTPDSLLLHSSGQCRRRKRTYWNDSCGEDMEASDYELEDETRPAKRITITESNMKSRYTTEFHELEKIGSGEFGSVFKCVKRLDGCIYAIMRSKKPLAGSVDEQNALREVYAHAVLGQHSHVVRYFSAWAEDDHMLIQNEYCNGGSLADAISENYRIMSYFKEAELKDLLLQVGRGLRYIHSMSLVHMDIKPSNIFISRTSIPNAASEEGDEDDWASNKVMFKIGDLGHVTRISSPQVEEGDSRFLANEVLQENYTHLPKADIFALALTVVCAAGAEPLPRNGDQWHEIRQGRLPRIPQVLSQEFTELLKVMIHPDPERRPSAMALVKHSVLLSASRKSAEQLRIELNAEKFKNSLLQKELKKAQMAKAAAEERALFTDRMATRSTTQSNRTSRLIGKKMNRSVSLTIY
EP2 antag = blocks the human prostaglandin E2 receptor EP2 | P43116 | C6 glioma cells expressing human EP2, cAMP TR-FRET; cells stimulated with saturating PGE2 | inhibition, % at 25 µM | hit rate 0.52% among 260,000;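 active = percent inhibition above 40 after rounding to a whole number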;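 note: rat C6 glioma host cells with rolipram phosphodiesterase inhibitor present; the protocol text gives 20 µM as final concentration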
Target sequence (P43116 whole entry, looked up): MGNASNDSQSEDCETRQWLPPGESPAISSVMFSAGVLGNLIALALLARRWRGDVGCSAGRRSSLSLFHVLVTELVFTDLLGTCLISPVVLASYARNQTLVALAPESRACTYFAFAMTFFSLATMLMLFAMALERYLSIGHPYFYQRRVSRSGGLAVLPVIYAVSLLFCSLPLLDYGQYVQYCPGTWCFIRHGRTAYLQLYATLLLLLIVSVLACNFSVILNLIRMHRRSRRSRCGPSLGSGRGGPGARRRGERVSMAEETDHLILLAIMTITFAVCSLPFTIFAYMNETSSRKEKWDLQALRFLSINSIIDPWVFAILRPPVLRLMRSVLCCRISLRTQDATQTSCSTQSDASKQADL
TNF necrop inh = TNF-alpha cell death inhibition in Jurkat FADD-/- cells; activation (protection from cell death), % at 10 µM; Jurkat FADD-/- TNF necroptosis rescue, ATP luminescence, 24 h; 0 = TNF only, 100 = no-TNF cells; hit rate 0.068% among 220,000; AID 463075;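 active = activation, meaning protection from cell death, of at least 50% relative to plate controls; inactive = activation below 50%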;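 note: necroptosis triggered by 40 ng/mL TNF-alpha added together with compound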
TbHK1 inh = T. brucei hexokinase 1 inhibition; recombinant TbHK1, G6PDH-coupled NADH A340; inhibition, % at 10 µM; hit rate 0.11% among 220,000; AID 1430;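 active = inhibition of 50% or more in the single-dose primary screen; inactive = inhibition below 50%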
L929 necroptosis = blocks zVAD induced death of L929 cells | L929 zVAD necroptosis rescue, ATP luminescence, 24 h; with zVAD 60 µM | viability rescue, % at 10 µM | hit rate 0.38% among 220,000;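 active = activation, scaled between plate controls, above about 75%, limit read from the data; inactive = activation under that limit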;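 note: 0% = zVAD with DMSO and 100% = DMSO alone without zVAD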
FXIIa inh 1536 = blocks human coagulation factor XIIa protease activity; AID 800; inhibition, % at 5 µM; hit rate 0.3% among 220,000; P00748; purified FXIIa, Boc-QGR-AMC fluorogenic substrate, 2 h; in the data active = inhibition above about 40%;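 note: 0% = enzyme with no compound and 100% = blank without enzyme; many of its hits are not listed in these tables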
PPC-1+TRAIL kill = kills PPC-1 cancer cells in the presence of TRAIL; PPC-1 cells + TRAIL, ATPLite viability luminescence; cell killing (% activity), % at 4 µM; hit rate 0.41% among 220,000; AID 1443;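 active = cell killing above 50% in the first pass at 4 µM, then a duplicate retest at 5 µM averaging 50% or more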;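 note: plate controls were cells with TRAIL plus DMSO for no effect and medium-only wells lacking cells for full effect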
CHOP inhibitor = inhibitors of CHOP induction in ER stress response. CHO-K1 CHOP-promoter luciferase, tunicamycin-induced, 15-18 h. inhibition, % at 10 µM. hit rate 3.8% among 220,000. AID 2732;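 active = compounds that reduced the stress-induced luciferase reporter signal by more than about 70% of percent inhibition, limit read from the data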;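 note: 0% = tunicamycin plus vehicle and 100% = wells without tunicamycin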
* = called active by the depositor; · = no result given; & = joins results of further samples. Not all compounds are listed, so the mix of outcomes need not match the whole.

SMILES	FXIa inh 1536	Wee1 stabilizer	EP2 antag	TNF necrop inh	TbHK1 inh	L929 necroptosis	FXIIa inh 1536	PPC-1+TRAIL kill	CHOP inhibitor
CCN(CC)C(=O)CSc1nnc(-c2cc(OC)cc(OC)c2)o1	-11.3	-0.4	17.3	-0.4	2.0	1.5	-5.6	15.5	12.1
CN1Cc2cc(C(=O)c3ccccc3O)cnc2NC1=O	2.2	-5.0	11.2	-0.9	-14.7	-0.5	12.1	-4.3	8.4
O=C1CCC(=O)N1c1ccc(NC2CCN(Cc3ccccc3)CC2)c([N+](=O)[O-])c1	5.2	0.7	6.9	0.7	2.5	0.9	1.2	1.9	7.6
COC/C=C/C1=CC2=CC(=O)C(C)(OC(=O)c3cnc4ccccc4n3)C(=O)C2=CN1Cc1ccc(OC)cc1 (stereo not given)	4.0	·	10.7	-8.6	-33.2	70.2	11.7	11.8	-37.6
CCOCCn1c(SCc2cccc(C)c2)nc2c1c(=O)[nH]c(=O)n2C	-0.1	0.1	15.2	-3.6	-1.4	0.3	12.2	1.9	14.2
COc1cc2c(cc1O)CC[n+]1cc3c(OC)c(OC)ccc3cc1-2	8.0	-1.0	0.7	0.8	-58.3	2.8	15.0	28.6	20.2
O=C(Nc1ccc(Cl)cc1)Nc1cc(S(=O)(=O)N2CCOCC2)ccc1N1CCCC1	6.1	-1.5	21.1	1.9	2.0	1.4	17.8	0.5	15.1
CCCn1nnc(NC(=O)C(C)Oc2ccc(Cl)cc2Cl)n1 (stereo not given)	-2.8	1.4	10.4	-0.7	3.5	-0.3	13.7	-7.4	5.6
CCCCN(C(=O)CSc1nnc(-c2ccco2)o1)c1c(N)n(Cc2ccccc2)c(=O)[nH]c1=O	8.0	-0.2	12.8	1.5	-4.8	1.1	2.7	2.0	20.1
COc1ccc(CNC(=O)/C=C/C(=O)O)cc1OC	-0.2	-3.3	3.3	1.0	-3.7	1.2	4.9	-3.0	10.3
O=C(N/N=C/c1cc([N+](=O)[O-])ccc1O)/C(=C\c1cccs1)NC(=O)c1ccccc1	6.0	-1.2	7.2	-5.1	7.7	-0.1	1.3	8.1	23.3
c1ccc(CSc2ncnc3c2cnn3-c2ccccc2)cc1	4.3	2.8	10.8	0.3	-6.4	0.1	-1.2	-16.2	-21.8
Cc1ccc(CNC(=O)Nc2cccc(C)c2)cc1	-5.2	-2.0	6.5	3.2	9.0	2.8	·	-1.1	2.4
COc1ccc(CCNC(=O)CSc2nnc(CNC(=O)c3cccs3)o2)cc1OC	15.5	-0.1	8.3	0.8	-1.8	-0.3	19.5	9.3	-18.0
O=C(COc1cccc(NC(=O)c2ccco2)c1)c1ccc(F)cc1	5.3	1.5	13.2	1.2	1.2	1.4	2.3	29.3	40.6
CCO[C@H]1OC(C(=O)NCc2ccccc2)=C[C@@H](c2coc3ccccc3c2=O)[C@@H]1CCCO	2.8	3.2	5.6	9.5	-12.5	2.3	8.2	-9.8	-2.6
O=C(c1ccc2[nH]c3c(c2c1)CCCC3)N1CCN(c2ccc(F)cc2)CC1	-3.3	0.1	7.4	2.4	32.7	2.5	-2.7	10.0	16.4
Cc1ccc(C(=O)CSc2nc(C(C)C)nc3ccccc23)cc1	-2.4	-2.1	6.3&7.4	-0.2	1.0	43.8	3.9	-2.6	-4.7
CC(c1nccs1)N(C)c1nc2nonc2nc1N(C)C (stereo not given)	0.8	-0.7	19.0	0.1	-13.3	4.3	9.4	-4.7	32.0
O=C(Nc1ccc(F)cc1)C1CC(=O)n2c(nc3ccccc32)N1 (stereo not given)	2.1	-1.1	7.0	1.3	-1.7	0.2	3.5	-14.3	33.4
N#CC(C(=O)c1ccc(S(=O)(=O)N2CCCCCC2)cc1)c1nc2ccccc2[nH]1 (stereo not given)	4.7	-0.9	7.2	1.0	-4.6	-0.1	15.9	7.5	101.3*
Cc1ccc(/C=N/NC(=O)c2cccs2)cc1[N+](=O)[O-]	7.0	-1.7	·	-2.2	-10.3	-0.3	14.0	19.0	43.2
CC(C)C(C(=O)Nc1nccs1)N1C(=O)c2ccccc2C1=O (stereo not given)	-2.3	3.4	5.6	0.1	0.7	5.2	5.7	-5.1	-6.1
COc1ccccc1N1CCN(C(=O)c2c(C)cc(=O)oc2C)CC1	2.5	-1.6	0.9	-0.6	-7.2	0.3	8.1	19.4	15.4
CCOC(=O)C1=C(C)NC2=C(C(=O)C(C(=O)OCC)C(c3ccco3)C2)C1c1ccccn1 (stereo not given)	-5.1	1.1	3.2	0.9	-14.2	1.2	-3.1	-3.2	3.0
SMILES	FXIa inh 1536	Wee1 stabilizer	EP2 antag	TNF necrop inh	TbHK1 inh	L929 necroptosis	FXIIa inh 1536	PPC-1+TRAIL kill	CHOP inhibitor
CCCc1ccc(OC(=O)c2cccs2)cc1	3.8	7.0	5.8	0.0	-3.2	0.6	8.6	-4.0	-0.1
Cc1ccc2nc3sc(C(=O)Nc4c(C)[nH]c(=O)[nH]c4=O)c(N)c3cc2c1	8.3	1.7	13.5	-0.1	-7.5	0.5	2.4	4.4	-11.9
COCCCNc1nc2c(c(=O)[nH]c(=O)n2C)n1CCCc1ccccc1	9.5	0.0	16.9	-14.0	7.0	-0.2	10.0	9.8	2.1
CC1=C(C(N)=O)C(c2ccco2)C(C(N)=O)=C(C)N1	2.0	0.6	12.5	-3.8	-2.8	0.0	8.6	6.7	-24.0
CCN(C(=O)c1cc(Cl)ccc1OC)C1CCCCC1	-8.7	-2.8	5.7	-2.3	4.2	-0.2	8.9	-11.8	33.5
CCc1nc2ccccc2c(C(=O)OCC(=O)NCc2ccc3c(c2)OCO3)c1C	-5.0	2.6	7.8	20.3	27.1	-0.2	-2.0	33.9	14.4
CCOC(=O)c1nn(-c2ccc(F)cc2)cc1O	10.5	-0.1	7.5	0.9	-5.2	6.4	2.4	2.8	-18.4
N/C(=N\OC(=O)CN1C(=O)c2ccccc2C1=O)c1ccc(Cl)cc1	2.3	0.2	5.8	-0.7	0.3	1.2	12.6	2.9	9.2
O=C(NC(=S)Nc1ccccc1N1CCCC1)c1ccccc1[N+](=O)[O-]	-13.1	0.3	5.7	-2.1	3.6	-0.8	-7.0	11.4	27.0
O=C(Nc1cccc(-c2nc3ccccc3s2)c1)c1cc(-n2cnnc2)ccc1Cl	4.0	-1.8	21.1	-13.2	-4.9	6.4	19.9	10.8	50.4
Cc1cc2ncc(-c3ncc(C(F)(F)F)cc3Cl)cn2n1	-11.1	1.0	7.4	-3.9	-4.0	0.2	2.2	36.2	29.0
CCC(c1nnnn1C1CCCC1)N1CCN(c2ccccc2)CC1 (stereo not given)	-5.8	-1.9	10.8&9.9	0.5	2.5	-0.2	-0.4	12.5	1.6
COc1ccccc1C(=O)NC(C)c1ccccc1 (stereo not given)	0.1	-2.5	10.7	-1.8	0.6	0.8	6.7	-5.4	-6.5
CCOc1ccc(NS(=O)(=O)c2ccc(N)cc2)cc1	-0.6	-0.5	13.5	14.4	46.1	0.8	4.4	4.4	-18.8
Cc1c(C(=O)Nc2ccc(N3CCOCC3)cc2)oc2ccccc12	-7.1	2.9	4.0&20.5	-2.7	-13.8	0.3	-11.5	31.8	-28.5
COC(=O)c1ccc2c(c1)nc(C)n2CCO	-5.0	-3.4	18.2	-0.4	4.2	0.0	7.3	9.6	23.6
C=CCNC(=S)N/N=C(\C)c1cc(OC)c(OC)c(OC)c1	3.1	0.0	5.0	0.7	-13.3	-0.2	1.4	-0.2	5.2
Nc1cnccc1C(=O)O	-6.2	3.5	6.8	0.4	-4.2	0.8	1.7	11.6	-3.3
Cc1cc(C)c2c(=O)[nH]c(SCC(=O)N(C)C)nc2n1	-1.0	4.5	6.5	-1.1	-13.6	0.0	0.2	21.0	-10.9
Cc1c(C(=O)Nc2cccc(S(=O)(=O)N3CCCC3)c2)oc2ccccc12	-0.1	1.5	8.0	0.2	-2.3	-0.4	9.1	0.3	12.7
CCCCN(Cc1ccccc1)C(=O)C1CCN(S(=O)(=O)c2c(C)noc2C)CC1	6.1	-0.8	9.8	-0.7	-8.6	-0.6	16.4	27.9	12.6
CCOCCCNC(=O)c1c[nH]c2c(CC)cccc2c1=O	-4.3	-3.2	10.1	1.4	-6.6	2.8	2.5	6.7	-8.3
CC(=O)Nc1nc(N2C(=O)c3ccccc3C2=O)n(-c2ccccc2)n1	-3.2	-0.2	6.2	0.5	4.4	0.5	-3.7	21.3	-31.6
Cc1nnc(SCC(=O)c2cc(C)n(-c3c(C)n(C)n(-c4ccccc4)c3=O)c2C)s1	-4.3	5.5	21.7	2.2	-4.2	1.1	3.8	15.4	45.0
N=C(N)CCCOc1ccccc1-c1ccccc1	7.9	-0.7	3.8	0.6	8.4	0.1	7.3	24.1	-12.6

Sorted by value in FXIIa inh 1536 (high to low): three of the compounds above.
canonical_smiles	FXIa inh 1536	Wee1 stabilizer	TbHK1 inh	FXIIa inh 1536	CHOP inhibitor
O=C(Nc1ccc(Cl)cc1)Nc1cc(S(=O)(=O)N2CCOCC2)ccc1N1CCCC1	6.1	-1.5	2.0	17.8	15.1
Cc1c(C(=O)Nc2cccc(S(=O)(=O)N3CCCC3)c2)oc2ccccc12	-0.1	1.5	-2.3	9.1	12.7
CCN(CC)C(=O)CSc1nnc(-c2cc(OC)cc(OC)c2)o1	-11.3	-0.4	2.0	-5.6	12.1

Other records follow:
SMILES	FXIa inh 1536	Wee1 stabilizer	EP2 antag	TNF necrop inh	TbHK1 inh	L929 necroptosis	FXIIa inh 1536	PPC-1+TRAIL kill	CHOP inhibitor
O=C(Cc1ccccc1)Nc1nc2ccccc2[nH]1	-1.6	-0.6	12.9	1.2	1.1	1.2	11.9	2.0	26.9
CC(=O)O[C@]1(C(C)=O)CC[C@H]2[C@@H]3C=C(Cl)C4=CC(=O)CC[C@]4(C)[C@H]3CC[C@@]21C	12.8	1.1	11.4	-3.8	4.7	-0.5	11.6	27.3	29.1
c1ccc(OCCSc2nnnn2C2CCCCC2)cc1	·	0.5	·	-1.9	3.6	-0.1	·	22.0	·
CCn1c(=O)n(CC)c2cc(S(=O)(=O)Nc3cc(C)cc(C)c3C#N)ccc21	-3.2	5.2	7.1	-0.5	-10.4	0.5	6.7	23.0	-13.3
CCOC(=O)C1CCN(C(=O)C(C)N(c2ccc(Oc3ccccc3)cc2)S(C)(=O)=O)CC1 (stereo not given)	-4.9	2.1	5.3	-2.7	-11.0	-0.5	-2.2	9.9	21.5
COc1ccc(Cl)cc1NC(=O)C(=O)NCc1ccncc1	-3.3	6.6	4.8	0.7	-8.8	2.0	0.8	3.1	11.2
Brc1cccc(CSc2nnc(-c3ccncc3)o2)c1	-1.4	0.7	2.7	5.2	-11.2	-1.2	1.8	-3.5	49.9
CN(C[C@H](Cc1ccccc1)N(C[C@@H](CC1CCCCC1)N(CCc1ccccc1)N=O)N=O)N=O	-4.0	3.2	13.4	1.2	-1.9	0.6	0.2	19.6	7.9
NC(=O)c1cc([N+](=O)[O-])ccc1NCCN1C(=O)c2ccc(C(=O)O)cc2C1=O	-1.3	2.5	2.1	-0.5	-14.5	0.8	3.4	16.0	-2.6
Cc1cccc(CSc2cccc3cccnc23)c1	18.9	0.0	10.5	-14.3	4.8	28.8	28.7	21.6	0.1
Cc1ccc2c(c1)NC(=O)C(CC(=O)NCc1cccnc1)O2 (stereo not given)	6.6	0.8	3.3	-0.6	-6.1	1.2	15.1	15.0	-23.3
Cn1c(SCc2ccccc2)nnc1-c1ccc2c(c1)OCO2	4.5	0.6	14.1	-0.9	-2.7	-0.3	-10.5	-1.1	12.1
